Screening data from PubChem.
Fluorescein autfl: qHTS Assay for Spectroscopic Profiling in Fluorescein Spectral Region. Compound autofluorescence, 480/540 nm, fluorescein-equivalent; active compounds read high. max fluorescein-equivalent concentration, M. hit rate 0.91% among 59,000; in the data active means max fluorescein-equivalent concentration above about 10 nM; inconclusive means between about 1.1 nM and that limit
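Library compounds, added at multiple concentrations to pH 8.0 Tris buffer (100 mM), incubate 15 min at room temperature before CCD imaging at 480 nm excitation and 540 nm emission.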
Rhodamine fluor: qHTS Assay for Spectroscopic Profiling in Rhodamine Spectral Region; hit rate 0.05% among 59,000; AID 594, 2007; max dye-equivalent concentration, M; Rhodamine-region fluorescence, 547/598 nm, Tris buffer; active compounds read high; in the data active means max dye-equivalent concentration above about 11 nM; inconclusive means between about 1.1 nM and that limit
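Intrinsic compound fluorescence, ex 547 / em 598 nm, CCD imager. Tris 100 mM pH 8.0; 15 min RT. Output = rhodamine dye-equivalent concentration at each compound concentration.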
HEK293 cAMP cs: qHTS Assay for Agonists of the Thyroid Stimulating Hormone Receptor: Activators of Intracellular cAMP Concentrations in Parental HEK 293; hit rate 2.5% among 73,000; Potency, µM (titrated, usually from 57.1 µM), for the others: at the highest dose activation, hits mostly activators; parental HEK293 CNG cAMP sensor, membrane potential fluorescence; further: potency means the concentration at half of the fitted maximal effect; % of control where 0% means no effect; nearly all actives have a fitted effect of over 55% in size
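Counterscreen for endogenous-receptor signalling: CNG-channel HEK 293 cells report cAMP rise by membrane depolarization. After 60 min dye equilibration with 100 uM RO 20-1724, compounds incubated 30 min before bottom-read fluorescence at 590 nm.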
BRCT inh red: qHTS Assay for Inhibitors of BRCT-Phosphoprotein Interaction (Red Fluorophore); hit rate 0.03% among 75,000; BRCT-phosphopeptide binding, red fluorescence polarization; Potency, µM (top dose mostly 76.9 µM), for the others: top-dose activity change, negative = inhibition, actives largely listed as inhibitors; Breast cancer type 1 susceptibility protein (Homo sapiens), P38398; further: on the % scale 0 is the no-effect control and ±100 the full control effect
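Rhodamine-labelled pBACH1 10-mer (100 nM) bound to BRCT domain (100 nM) at pH 7.3; compounds incubated 12 min room temperature, polarization read. Free peptide defines full inhibition; unlabelled decapeptide titrated as control.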
USP2a inh: qHTS Assay for Inhibitors of Ubiquitin-specific Protease USP2a | Ubiquitin carboxyl-terminal hydrolase 2 (Homo sapiens), O75604 | USP2a enzymatic assay, qHTS inhibition | Potency, µM (highest dose often 38.3 µM), for the others: at the highest dose activity change, negative = inhibition, hits mostly inhibitors | hit rate 0.1% among 60,000 | AID 927, 2007;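 further: potency means the concentration at half of the fitted maximal effect; nearly all actives have a fitted effect of over 60% in size; plate controls were DMSO for no effect and NEM full inhibition control for full effect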
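USP2 core (20 nM final) was preincubated with compound for 30 min at RT in 20 mM Tris-HCl pH 8.0, 2 mM CaCl2, 2 mM beta-mercaptoethanol; Ub-PLA2 (20 nM) plus NBD C6-HPC (20 uM) then added, fluorescence read after 2.5 h.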
4MU fluor: qHTS Assay for Spectroscopic Profiling in 4-MU Spectral Region; compound autofluorescence, 340/450 nm, 4-MU equivalents; active compounds read high; max dye-equivalent concentration, M; hit rate 11% among 59,000; AID 589, 2007; in the data active means max dye-equivalent concentration above about 10 nM; inconclusive means mostly about 1.1 nM to 9.6 nM
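Compounds in 100 mM Tris, pH 8.0, sat 15 min at room temperature before fluorescence was read at 340 nm excitation/450 nm emission; a per-plate six-point 4-MU standard curve converted signals to dye-equivalent concentration at each compound concentration.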
Casp7 inh: qHTS Assay for Allosteric/Competitive Inhibitors of Caspase-7 | recombinant caspase-7, Ac-DEVD-AFC fluorescence rate | Potency, µM (series often up to 57.5 µM), for inactives: at the highest dose activity change, negative = inhibition, usual class: inhibitors | P55210 | hit rate 0.02% among 75,000; active means well fitted inhibition curve with a large enough effect in the main read-out, with a control signal flat, not every such curve was filed as active; inconclusive means small, poorly fitted or top-dose-only effect, or a change in a side signal; further: potency means the concentration at half of the fitted maximal effect; % of control where 0% means no effect
A350 fluor: qHTS Assay for Spectroscopic Profiling in A350 Spectral Region; AID 590, 2007; hit rate 11% among 59,000; max dye-equivalent concentration, M; Compound autofluorescence, 340/450 nm, Alexa 350 dye-equivalents; active compounds read high; in the data active means max dye-equivalent concentration above about 10 nM; inconclusive means mostly about 1.1 nM to 9.6 nM
BRCT PPI green: qHTS Assay for Inhibitors of BRCT-Phosphoprotein Interaction (Green Fluorophore) | BRCA1 BRCT-phosphopeptide binding, green fluorescence polarization | Potency, µM (top dose mostly 76.9 µM), without a hit: top-dose activity change, negative = inhibition, hits mostly inhibitors | hit rate 0.05% among 75,000;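 further: potency means the concentration at half of the fitted maximal effect; plate controls were peptide without protein for full effect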
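Compounds were incubated for 12 min at room temperature with a complex of 100 nM fluorescein-tagged pBACH1 decapeptide and 250 nM His-tagged BRCT protein. Buffer was phosphate pH 7.3 with EDTA, DTT and Tween 20. Disruption of binding lowers the polarization signal.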
Casp1 inh: qHTS Assay for Allosteric/Competitive Inhibitors of Caspase-1; P29466; Caspase-1 enzyme, Ac-WEHD-AFC fluorogenic rate; Potency, µM (series often up to 57.5 µM), without a hit: at the highest dose activity change, negative = inhibition, usual class: inhibitors; hit rate 0.03% among 75,000;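 further: potency means the concentration at half of the fitted maximal effect; plate controls were vehicle for no effect and no substrate for full effect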
Texas Red fluor: qHTS Assay for Spectroscopic Profiling in Texas Red Spectral Region | hit rate 0.06% among 59,000 | Compound fluorescence, Texas Red channel, 547/618 nm; active compounds read high | max dye-equivalent concentration, M; in the data active means max dye-equivalent concentration above about 10 nM; inconclusive means between about 1.1 nM and that limit
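Spectral interference profiling: each compound concentration's relative fluorescence, read with a 547 nm excitation and 618 nm emission filter pair, was normalized to a per-plate Texas Red standard curve.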
The depositor's hits bear a star; i = inactive; ? = inconclusive; nt = no result given; ! = a repeat was not active; [ ] = remark or other dose. Unless noted, the call rests on the fitted dose curve; in most records, active means well fitted curve in the direction sought with a large enough effect; inconclusive means small, poorly fitted or top-dose-only effect, or another doubt; inactive means no such curve, though single readings can be large; an effect the other way counts as inactive or inconclusive.

Results follow in this order: Fluorescein autfl	Rhodamine fluor	HEK293 cAMP cs	BRCT inh red	USP2a inh	4MU fluor	Casp7 inh	A350 fluor	BRCT PPI green	Casp1 inh	Texas Red fluor
CCOC(=O)C1CCCN(CCCc2ccccc2)C1 (stereo unspecified)
  i	i	9%	-1.5%	3%	i	0%	i	-0.7%	1%	?
CC1=CS/C(=C(/C#N)C(=O)N2CCCCC2)N1c1ccccc1
  nt	nt	-8%	0.5%	3%	nt	2%	nt	0.6%	-1%	nt
Cc1cc(C)c2cc(C(O)c3nnnn3Cc3ccccc3)c(=O)[nH]c2c1 (stereo unspecified)
  i	i	25%	0.2%	-1%	?	3%	?	3.8%	-4%	i
O=C(C1CCN(Cc2cc(Cl)ccc2O)CC1)N1CCN(Cc2ccccc2)CC1
  ?	i	25%	-0.1%	13%	i	0%	i	-2.1%	1%	?
CCCOC(=O)NC(CC)COC(=O)Nc1cc(C)ccc1C (stereo unspecified)
  i	i	15%	0.7%	9%	i	-8%	i	-1.5%	-2%	i
COc1ccc(NC(=O)C2CSC3c4ccccc4C(=O)N23)cc1 (stereo unspecified)
  ?	i	nt	nt	nt	i	nt	i	nt	nt	i
O=C1C2CC=CCC2C(=O)N1CC1CCCO1 (stereo unspecified)
  i	i	0%	0.4%	-3%	i	-2%	i	-1.4%	-3%	i
OCc1c[nH]c2ccccc12
  nt	nt	-15%	-1.4%	5%	nt	-2%	nt	-3.3%	3%	nt
CSCCC(NC(=O)c1ccc(C)o1)C(=O)O (stereo unspecified)
  i	i	3%	-1.4%	-5%	i	2%	i	-7.1%	-5%	i
O=C(NCc1ccco1)C1CCCN(S(=O)(=O)c2ccc(-n3cnnn3)cc2)C1 (stereo unspecified)
  i	i	20µM*	0.1%	nt	i	-3%	i	-0.5%	-2%	i
CCOC(=O)c1[nH]c2cc3c(cc2c1NC(=O)CN1CCC2(CC1)OCCO2)OCO3
  ?	i	nt	nt	nt	1.5e-07M*	nt	1.8e-07M*	nt	nt	i
C=CCNC(=O)c1ccc(C)c(Br)c1
  ?	i	4%	-0.9%	-5%	i	-2%	i	-2.7%	1%	i
N#Cc1c(-c2ccco2)nc(SCc2ccc(F)cc2)[nH]c1=O
  ?	i	20%	-3.2%	4%	i	-2%	i	7.2%	-2%	?
CCCOc1ccccc1Nc1nnc(C)c(=O)[nH]1
  ?	i	-3%	-3.5%	-9%	i	-2%	i	0.0%	-2%	i
CNCC[C@H](Oc1ccc(C(F)(F)F)cc1)c1ccccc1
  ?	i	45%	2.9%	4%[17.1 µM]	1.3e-08M*!	0%	?	4.6%	-1%	?
Cc1ccc(Cn2c(=O)n(Cc3ccco3)c(=O)c3ccccc32)cc1
  i	i	?	0.9%	-3%	i	-2%	i	-1.3%	-2%	i
COCCNC(=O)C1CCCN(c2nn3c(=O)cc(C)nc3s2)C1 (stereo unspecified)
  i	i	-3%	-2.0%	-6%	i	0%	i	-2.9%	3%	i
Cc1nn(C)cc1CNC(=O)CCC(=O)O
  i	i	1%	0.7%	-4%	i	-1%	i	-2.9%	3%	i
Cc1ccc(C2C(C(=O)c3cc4ccccc4o3)=C(O)C(=O)N2CCN(C)C)o1 (stereo unspecified)
  ?	i	nt	nt	nt	i	nt	i	nt	nt	i
CCOC(=O)CSc1nc2ccccc2c(=O)n1C
  i	i	nt	nt	nt	6.9e-06M*	nt	7.8e-06M*	nt	nt	i
COc1ccc(NS(=O)(=O)c2ccc(I)cc2)cc1N1CCN(C)CC1
  nt	nt	11%	0.6%	nt	nt	2%	nt	2.6%	1%	nt
COc1cc2c(cc1NC(=O)CN1CCN(S(=O)(=O)c3ccc(F)cc3)CC1)oc1ccccc12
  i	i	15%	0.6%	?	i	-1%	i	0.8%	2%	i
CC(C)C(=O)C(C)(C)CCc1ccccn1
  i	i	6%[11.4 µM]	-0.5%[15.4 µM]	nt	i	2%[11.5 µM]	i	0.7%[15.4 µM]	0%[11.5 µM]	i
COc1ccc(OC)c2[nH]c(=O)c(CCNS(=O)(=O)c3ccc(Cl)cc3)cc12
  i	i	20%	0.5%	40%[activator]	1.2e-08M*	-4%	1.4e-08M*	-1.4%	-2%	i
CCNC(=O)CC1SC(=Nc2ccccc2C)N(C)C1=O (stereo unspecified)
  i	i	-2%	0.2%	-6%	i	0%	i	0.3%	3%	?
S=c1[nH]nc(-c2ccco2)n1C1CCCCC1
  ?	i	nt	nt	nt	i	nt	i	nt	nt	i
CCOc1cc(N2CCOCC2)c(OCC)cc1NC(=O)c1nc2nc(C)cc(C)n2n1
  i	i	-14%	1.8%	9%	?	1%	?	-1.0%	3%	?
O=C(CN1C2=NCCN2c2ccccc21)N1CCOCC1
  i	i	nt	nt	nt	i	nt	i	nt	nt	i
O=C(CN1C(=O)C2CCc3[nH]c4ccccc4c3C2C1=O)N1CCCC1 (stereo unspecified)
  i	i	-1%	-1.3%	5%	?	-20%	?	-1.4%	?	i
COc1ccc(C2CC(=O)C3=C(C2)Nc2ccccc2N(C(C)=O)C3c2ccco2)cc1 (stereo unspecified)
  ?	i	14%	-2.4%	24%	i	-1%	i	-1.5%	4%	?

Quoted at random: four compounds from above, in no set order.
Results follow in this order: Fluorescein autfl	Rhodamine fluor	HEK293 cAMP cs	BRCT inh red	USP2a inh	4MU fluor	Casp7 inh	A350 fluor	BRCT PPI green	Casp1 inh	Texas Red fluor
N#Cc1c(-c2ccco2)nc(SCc2ccc(F)cc2)[nH]c1=O
  ?	i	20%	-3.2%	4%	i	-2%	i	7.2%	-2%	?
CCOc1cc(N2CCOCC2)c(OCC)cc1NC(=O)c1nc2nc(C)cc(C)n2n1
  i	i	-14%	1.8%	9%	?	1%	?	-1.0%	3%	?
Cc1nn(C)cc1CNC(=O)CCC(=O)O
  i	i	1%	0.7%	-4%	i	-1%	i	-2.9%	3%	i
Cc1ccc(Cn2c(=O)n(Cc3ccco3)c(=O)c3ccccc32)cc1
  i	i	?	0.9%	-3%	i	-2%	i	-1.3%	-2%	i

(cont.)
Results follow in this order: Fluorescein autfl	Rhodamine fluor	HEK293 cAMP cs	BRCT inh red	USP2a inh	4MU fluor	Casp7 inh	A350 fluor	BRCT PPI green	Casp1 inh	Texas Red fluor
O=C(Cn1cnc2c(nnn2Cc2ccc(F)cc2)c1=O)NCc1ccco1
  i	i	-13%[2.29 µM]	-0.2%	9%	i	-2%	i	0.8%	2%	i
CNC(=O)CN(Cc1ccccc1)S(=O)(=O)c1ccccc1
  i	i	15%	1.1%	2%	i	1%	i	-1.0%	0%	i
CCOC(=O)c1sc2nc(CSCC(=O)OCc3ccc(C(=O)OC)o3)[nH]c(=O)c2c1C
  ?	i	-2%	-0.4%	33%[activator]	i	-8%	?	7.4%	-10%	i
O=S(=O)(/C=C/c1ccccc1)Nc1ccc2c(c1)OCO2
  ?	i	nt	nt	nt	i	nt	i	nt	nt	i
COc1ccc(C(=O)Nc2nc(-c3cccs3)cs2)cc1
  ?	i	?	-0.1%	-3%	?	-4%	?	-0.7%	-3%	i
CC1=CCC(COC(=O)Nc2ccccc2)CC1 (stereo unspecified)
  i	i	?	-1.1%	-4%	i	0%	i	1.4%	0%	?
C[C@]12C=CC(=O)C=C1CC[C@@H]1[C@H]3C[C@@H](O)[C@](O)(C(=O)CO)[C@@]3(C)C[C@H](O)[C@]12F
  ?	i	-2%[25.6 µM]	-0.2%[34.4 µM]	-10%[17.1 µM]	i	1%[25.7 µM]	i	-1.3%[34.4 µM]	2%[25.7 µM]	i
CC(CCc1ccccc1)NCc1ccncc1 (stereo unspecified)
  i	i	5%	0.5%	-10%	i	0%	i	-1.2%	-1%	i
COc1ccc(NC(=O)C=C(C)C)cc1Cl
  i	i	0%	-1.6%	3%	i	-1%	i	-5.5%	-1%	i
CCN(CC(F)(F)C(F)F)S(=O)(=O)c1ccc(NC(=O)OC)cc1
  ?	i	9%	-2.1%	1%	i	0%	i	-2.8%	3%	i
COC(=O)c1ccc(COc2ccc3c(C)c(C)c(=O)oc3c2C)o1
  nt	nt	6%[11.4 µM]	0.3%	-2%[7.66 µM]	nt	-1%	nt	-2.5%	-3%	nt

A portion of the library; count on the stated rates, not on these rows.
